GAA glycogen: GAA glycogen-cleavage inhibition or activation; recombinant GAA, glycogen substrate, Amplex Red glucose oxidase fluorescence; Potency, µM (highest dose often 76.4 µM), for inactives: at the highest dose activity change, negative = inhibition, actives largely listed as inhibitors; hit rate 0.38% among 300,000; P10253;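 also: 0% = full enzyme reaction and -100% = no-enzyme basal signal; the screen sought inhibitors and activators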
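Recombinant enzyme (4 nM final) with compounds titrated up to 77 uM and bovine liver glycogen (30 ug) in citrate pH 5.0, 0.01% Tween-20, 37 C 40 min. Released glucose detected by Amplex Red/glucose oxidase (Ex 573/Em 610); AC50 from Hill fits.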
GAA inhib: inhibitors of human lysosomal alpha-glucosidase. purified human GAA, 4-MU-alpha-glucoside fluorescence. Potency, µM (highest dose often 76.9 µM), for inactives: at the highest dose activity change, negative = inhibition, hits mostly inhibitors. hit rate 0.005% among 200,000. P10253;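 also: plate controls were uninhibited enzyme wells for no effect and no-enzyme background for full effect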
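Endpoint fluorogenic read: 20 min room-temperature reaction of 4 nM human alpha-glucosidase with 400 uM 4-methylumbelliferyl-alpha-D-pyranoside, pH 5.0, quenched with 1M NaOH/1M glycine pH 10. AC50 from Hill modeling.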
HttQ103 aggreg: mutant huntingtin aggregation inhibition. PC12 HttQ103-GFP aggregates, Acumen cytometry, 40 h. Potency, µM (doses to about 46.1 µM), without a hit: at the highest dose activity change, negative = inhibition, most hits filed as inhibitors. hit rate 1.1% among 220,000. AID 1688; also: % is scaled to controls: 0 for no effect and ±100 for the full control effect; nearly all actives have a fitted effect of over 60% in size
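Steps: seed 1500 PC12 HTTQ103-GFP cells/well; add tebufenozide, 100 nM final; add compound titration; add ATPLite reagent; quantify GFP aggregates by laser scanning cytometry.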
GAA spleen mod: inhibitors or activators of human alpha-glucosidase in spleen homogenate. P10253. human spleen homogenate, 4-MU-alpha-glucoside fluorescence. Potency, µM (titrated, usually from 79.9 µM), without a hit: at the highest dose activity change, negative = inhibition, usual class: inhibitors. hit rate 0.006% among 240,000;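 also: 0% = enzyme with vehicle and -100% = no enzyme basal signal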
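Human spleen homogenate (1 ug) with 4-methylumbelliferyl-alpha-D-glucopyranoside (1 mM final) in 50 mM citrate/phosphate pH 5.0, 0.01% Tween-20; 40 min at 37 C. Stopped at pH 10; 4-MU fluorescence Ex 365/Em 440 nm; AC50 by Hill fit.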
HTT ATP protect: Huntington cell model cytoprotection by ATP luminescence | PC12 HTT-Q103 induced, cytoprotection, ATP luminescence, 40 h | Potency, µM (titrated, usually from 56.4 µM), for the others: cytoprotection (ATP increase), usual class: activators | hit rate 0.14% among 230,000 | AID 1471;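 also: % of control where 0% means no effect; nearly all actives have a fitted effect of over 45% in size; toxic huntingtin expression switched on by the ecdysone agonist tebufenozide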
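Readout: ATPlite luminescence (ATP level). Model: stable PC12, inducible Htt exon1 Q103-GFP. Inducer: tebufenozide, 100 nM final. Compounds: dose series. No G418 in medium.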
RGS12 GoLoco inh: RGS12 GoLoco-Gai1 interaction inhibition. P63096. Gai1:RGS12 GoLoco peptide FP, rhodamine, 10 min. Potency, µM (doses to about 61.6 µM), for the others: top-dose activity, negative = inhibition, actives largely listed as inhibitors. hit rate 0.44% among 230,000. AID 880; active = well fitted inhibition curve with a large enough effect, not every such curve was filed as active; inactive = no such curve, though single readings can be large or run the other way; also: % is scaled to controls: 0 for no effect and ±100 for the full control effect; nearly all actives have a fitted effect of over 30% in size; many of its hits are not listed in these tables
Target sequence (P63096 whole entry, looked up): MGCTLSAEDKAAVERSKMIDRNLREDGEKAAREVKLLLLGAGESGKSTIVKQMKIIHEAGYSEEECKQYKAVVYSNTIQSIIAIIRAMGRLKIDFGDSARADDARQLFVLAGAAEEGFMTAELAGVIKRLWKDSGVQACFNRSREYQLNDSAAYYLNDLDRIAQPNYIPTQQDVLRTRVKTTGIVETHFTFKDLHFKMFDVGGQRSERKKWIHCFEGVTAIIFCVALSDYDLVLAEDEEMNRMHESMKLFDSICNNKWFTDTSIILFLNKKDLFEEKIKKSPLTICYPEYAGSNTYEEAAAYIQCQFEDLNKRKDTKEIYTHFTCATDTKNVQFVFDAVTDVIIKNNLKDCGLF
IMPase Li cell: cell-permeable IMPase inhibitors with lithium potentiation; Potency, µM (titrated, usually from 59.4 µM), for inactives: at the highest dose activity, negative = IMPase inhibition, usual class: inhibitors; hit rate 0.35% among 210,000; CHO-M1 cells, IP1 TR-FRET (IP-One), carbachol + lithium;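 also: IP1 builds up when IMPase is blocked and the TR-FRET signal falls; plate controls were basal vehicle for no effect and high inhibitor control for full effect; nearly all actives have a fitted effect of over 50% in size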
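Lithium-sensitised IP1 accumulation assay; M1-expressing CHO cells treated 30 min at 37C with compound. Competitive antibody detection by time-resolved FRET followed a 10 min room-temperature lysis step.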
* marks the source's active call; other numbers are inactive results; u = inconclusive; x = no result given; & = joins results of further samples; [ ] = dose if it differs, or a comment. Unless noted, calls follow the shape of the dose curve; as a rule, active = well fitted curve in the direction sought with a large enough effect; inconclusive = small, poorly fitted or top-dose-only effect, or another doubt; inactive = no such curve, though single readings can be large; an effect the other way counts as inactive or inconclusive. Potency is read from the fitted curve at half-maximal effect. Some of the compounds tested (hit frequency here may not be typical).

cpd	compound	GAA glycogen	GAA inhib	HttQ103 aggreg	GAA spleen mod	HTT ATP protect	RGS12 GoLoco inh	IMPase Li cell
1	CCc1ccccc1N1CC23C=CC(O2)C(C(=O)OC)C3C1=O (stereo not drawn)	11.1%	-3.2%	6.2%	1.2%	-5.4%	-1.8%	-23.0%[38.3 µM]
2	Cc1c(/C=N/NC(=O)c2ccc3c(c2)OCO3)cnn1C	-13.0%	3.9%	u	4.9%	-18.7%	-2.0%	-0.1%[38.3 µM]
3	Cc1ccnc(NC(=O)CCCOc2ccccc2)c1	-18.7%	u	-6.8%[9.22 µM]	-9.7%	8.5%[10 µM]	8.7%	12.0%
4	CC(C)(C)NC(=O)C(=O)NN=C1CCCCCCCCCCC1	3.7%	4.2%	-1.5%	-6.8%	-42.3%[inhibitor]	-8.4%	2.4%
5	Cc1cc(C)c(S(=O)(=O)N2CCN(c3ccc([N+](=O)[O-])c(-n4nc(C)cc4C)c3)CC2)c(C)c1	5.9%	-2.2%	-4.8%	-0.4%	-15.5%	31.7%[activator]	6.3%[38.3 µM]
6	Cc1ccc(S(=O)(=O)NCCSc2nnnn2C)cc1	1.3%	-4.9%	17.7%	-10.9%	9.1%[0.074 µM]	-3.9%	-4.9%[38.3 µM]
7	N#CCc1nc2ccc(S(=O)(=O)N3CCOCC3)cc2s1	-8.7%	x	-0.6%[9.22 µM]	6.4%	-12.7%[10 µM]	91.6%[activator]	x
8	CNc1nnc(-c2ccc(C)cc2)c2ccccc12	9.5%	-2.3%	17.3%	4.0%	3.8%[10 µM]	10.2%	26.8%
9	CCC(C)NC(=O)CSc1nnc(-c2ccncc2)n1-c1ccc(OC)cc1 (stereo not drawn)	13.9%	3.9%	0.6%	-4.2%	-2.6%	2.4%	-3.9%[38.3 µM]
10	COc1c(C)cc(C(=O)C2CCCN(Cc3ccc(Oc4ncccn4)cc3)C2)cc1C (stereo not drawn)	4.4%	-3.0%[15.4 µM]	-15.8%	-13.4%	-14.5%	18.5%	15.4%
11	Cc1cccc(Oc2nccc(C(F)(F)F)c2C(=O)Nc2ccc(F)cc2F)c1	-0.2%	2.6%[15.4 µM]	20.8%[9.22 µM]	0.5%	11.9%[10 µM]	-1.6%	x
12	Cc1csc(NC(=O)CSc2nnc(C)n2Cc2ccco2)n1	-0.3%	4.2%	-7.5%	-5.1%	-1.8%	1.4%	-7.6%[38.3 µM]
13	COc1c2c(cc3c1C(c1c(O)c4ccccc4oc1=O)N(C)CC3)OCO2 (stereo not drawn)	x	x	x	0.3%	3.5%	6.7%	4.7%
14	COc1ccc(-c2csc(N(CC3CCCO3)C(=O)c3cccs3)n2)cc1 (stereo not drawn)	0.7%	-8.3%[15.4 µM]	-8.8%	1.2%	-1.7%[10 µM]	10.7%	1.5%[38.3 µM]
15	COC(=O)c1ccc(C(=O)OC)c(NC(=O)c2cnc3n(c2=O)CCS3)c1	6.3%	3.3%	3.0%	-6.0%	19.7%[10 µM]	5.4%	u
16	CN1CCc2cccc3c2[C@@H]1Cc1ccc(O)c(O)c1-3	3.52µM*	u	u	-4.2%	27.4%[1.9 µM]	6.5%	28.5%&9.5%&-7.5%
17	COCCCNC(=O)C1CCCCN1S(=O)(=O)c1ccc(F)cc1 (stereo not drawn)	3.0%	-5.7%	10.7%	-4.0%	-2.5%[0.074 µM]	1.4%	-4.6%[38.3 µM]
18	CCCCC1=CC2=CC(=O)C(C)(OC(=O)CC)C(=O)C2=CO1 (stereo not drawn)	x	x	x	4.1%	23.2%	23.2%	3.0%
19	COc1ccc(C(=O)Oc2cccc(Nc3ncnc4ccccc34)c2)cc1OC	2.9%	u	u	-2.7%	x	0.9%	23.5%
20	N#CCCS(=O)(=O)c1nnnn1-c1ccccc1	-5.8%	-9.6%	u	2.4%	-60.8%[inhibitor]	-9.6%	3.8%[38.3 µM]
21	Nc1c(C(=O)N/N=C/c2ccc(Cl)cc2)cnn1-c1ccccc1	5.1%	x	25.9%[9.22 µM]	-1.7%	-2.1%[10 µM]	7.7%	x
22	O=C(O)/C=C/C(=O)Nc1ccc(Cl)cc1C(=O)c1ccccc1	-1.8%	x	1.0%[9.22 µM]	8.1%	-10.4%[10 µM]	-10.4%	x
23	CCOC(=O)c1c(C)[nH]c(C(=O)OCCOc2ccc(Cl)cc2)c1C	1.2%	-10.1%	-29.8%	-0.8%	9.5%[10 µM]	3.3%	-0.4%
24	CCOC(=O)C1CCN(C(=O)c2cn(C)c(=O)c3cc(OC)c(OC)cc23)CC1	5.0%	-4.5%	1.3%	7.7%	1.6%[1.9 µM]	-0.3%	9.5%

The last 5 records of the part before are carried over, then new ones follow.
cpd	compound	GAA glycogen	GAA inhib	HttQ103 aggreg	GAA spleen mod	HTT ATP protect	RGS12 GoLoco inh	IMPase Li cell
20	N#CCCS(=O)(=O)c1nnnn1-c1ccccc1	-5.8%	-9.6%	u	2.4%	-60.8%[inhibitor]	-9.6%	3.8%[38.3 µM]
21	Nc1c(C(=O)N/N=C/c2ccc(Cl)cc2)cnn1-c1ccccc1	5.1%	x	25.9%[9.22 µM]	-1.7%	-2.1%[10 µM]	7.7%	x
22	O=C(O)/C=C/C(=O)Nc1ccc(Cl)cc1C(=O)c1ccccc1	-1.8%	x	1.0%[9.22 µM]	8.1%	-10.4%[10 µM]	-10.4%	x
23	CCOC(=O)c1c(C)[nH]c(C(=O)OCCOc2ccc(Cl)cc2)c1C	1.2%	-10.1%	-29.8%	-0.8%	9.5%[10 µM]	3.3%	-0.4%
24	CCOC(=O)C1CCN(C(=O)c2cn(C)c(=O)c3cc(OC)c(OC)cc23)CC1	5.0%	-4.5%	1.3%	7.7%	1.6%[1.9 µM]	-0.3%	9.5%
25	NS(=O)(=O)c1ccc(N2N=C(c3ccccc3)CC2c2ccc(F)cc2)cc1 (stereo not drawn)	-5.5%	u	-0.8%	u	13.1%[10 µM]	-4.2%	-24.0%[38.3 µM]
26	Cc1cccnc1NC(=O)C1c2ccccc2Oc2ccccc21	-4.6%	-6.7%	5.2%	-3.2%	x	8.1%	-5.0%
27	Cc1onc(-c2ccccc2Cl)c1C(=O)OCC(=O)c1ccccc1	-5.9%	-2.1%	1.8%	0.5%	-5.8%	3.2%	37.4%[activator][38.3 µM]
28	C=CCn1c(Cc2cccs2)nnc1SCC(=O)Nc1ccc(OC)c(OC)c1	5.7%	-6.4%	-9.3%	5.3%	-6.8%[0.074 µM]	-1.5%	25.7%[38.3 µM]
29	CN(C)S(=O)(=O)c1ccc(C(=O)NCC(=O)N/N=C/c2cccs2)cc1	-8.1%	-10.2%	0.8%	-14.2%	2.4%[10 µM]	12.3%	-1.5%
30	O=C(Cn1cnc2c(cnn2-c2ccc(F)cc2)c1=O)N1CCCc2ccccc21	-4.7%	-2.4%	-0.5%	-2.0%	-3.6%[10 µM]	-18.6%	4.7%
31	CCOC(=O)C(Cc1ccccc1)NS(=O)(=O)c1ccc(NC(C)=O)cc1 (stereo not drawn)	-2.8%	5.9%	-7.7%	7.1%	-7.7%	4.9%	-6.6%[38.3 µM]
32	COc1ccc(CN2C(=O)CCCc3ccccc32)cc1	-11.8%	9.0%	8.2%	-6.7%	-48.1%[inhibitor]	9.1%	11.4%
33	CCCn1c(C)cc(C(=O)CSc2nc3ccccc3c(=O)n2Cc2ccco2)c1C	7.2%	0.1%	u	-4.1%	-30.7%[10 µM]	7.9%	9.7%
34	CCOC(=O)c1ccc(-n2ccnc2)c(NC(=O)c2ccc(C(C)(C)C)cc2)c1	3.0%	-13.6%	1.7%	3.0%	12.0%[10 µM]	-0.9%	2.0%
35	CCOC(=O)c1[nH]ncc1[C@@H]1C[C@H]2CN(Cc3cccc(Cl)c3)C(=O)[C@]23CCCN13	-5.9%	x	-2.1%[9.22 µM]	5.4%	0.0%[10 µM]	6.3%	x
36	CCSc1ccc2cc(OC)ccc2[n+]1CC	0.0%	u	8.91µM*	1.9%	-50.3%[inhibitor]	2.51µM*	8.2%
37	OCCC1CN(Cc2nc3ccccc3s2)CCN1C1CCCC1 (stereo not drawn)	-11.0%	1.0%	-6.8%[9.22 µM]	-4.3%	14.2%[10 µM]	23.0%	33.5%[activator]
38	COc1cccc([C@@H]2Oc3ccc(Br)cc3C(=O)[C@H]2OC(=O)NCCc2ccc(OC)c(OC)c2)c1	x	x	x	0.6%	-49.1%[inhibitor]	4.1%	10.1%
39	CCO[C@H]1OC(C(=O)NCc2ccccc2)=C[C@@H](C)[C@@H]1CCCO	-6.3%	x	-0.6%[9.22 µM]	4.0%	-8.2%[10 µM]	-2.2%	-18.1%
40	O=Cc1cccn1-c1ccc2ccccc2c1	-8.3%	0.4%	5.8%[9.22 µM]	-2.8%	-38.3%[inhibitor]	18.8%	-2.6%
41	COc1cccc2c1nc(C)c1cc(C)oc12	1.6%	1.3%	-25.1%	-11.7%	-8.0%	12.6%	18.1%[38.3 µM]
42	CC(=O)/C(C(=N)N1CCN(C(c2ccccc2)c2ccccc2)CC1)=C(\C)O	4.0%	-5.5%	-22.7%	-1.0%	-16.5%	-0.4%	24.0%[38.3 µM]
43	COc1ccccc1NC(=O)CC(NC1CCCCC1)C(=O)O (stereo not drawn)	8.6%	0.9%	5.3%	-10.4%	15.8%[10 µM]	-1.5%	-6.8%
44	COc1cc(OC)cc(-c2nnc(Sc3ccc(C=O)cc3[N+](=O)[O-])o2)c1	1.3%	-6.9%	-4.0%	3.4%	-0.2%	-15.5%	-13.1%[38.3 µM]
45	Cc1cc(-c2ccccc2)[nH]c(=O)c1S(=O)(=O)c1ccc(Cl)cc1	0.4%	u	-11.7%	-19.2%	-8.3%	-14.4%	-14.1%[38.3 µM]
46	CN(Cc1ccccc1)C(=O)COC(=O)C1CCN(S(=O)(=O)c2cccs2)CC1	0.2%	-5.1%	15.4%	-0.4%	-6.0%	0.9%	7.7%
47	Cc1ccc2[nH]c(=O)c(CN(Cc3cccs3)C(=S)NCC3CCCO3)cc2c1 (stereo not drawn)	-2.0%	u	7.8%	-1.2%	7.6%[10 µM]	12.6%	-2.2%
48	CC(C)(C)n1nnnc1C(c1cccnc1)N1CCN(c2cccc(C(F)(F)F)c2)CC1 (stereo not drawn)	-1.2%	-9.9%	-5.1%	-5.8%	-19.7%[10 µM]	-1.4%	10.6%

Assay outcomes: PubChem, National Center for Advancing Translational Sciences (NCATS)
